Screening data: PubChem BioAssay, several laboratories
LYP phosphatase: inhibitors of LYP phosphatase, biochemical, fluorescence intensity, uHTS (AID 1779) | recombinant LYP phosphatase, fluorescence intensity; higher % means a stronger effect | inhibition, % at 11.5 µM; hits with a dose series show IC50 in µM | 290,000 compounds, 0.054% hits;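 also: plate controls were vehicle with enzyme for no effect and no enzyme for full effect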
AID2073: inhibitors of Mint1-CaV2.2 protein interaction, biochemical, HTRF (AID 2073); Voltage-dependent N-type calcium channel subunit alpha-1B (Homo sapiens); HTRF protein-protein interaction, Mint1-CaV2.2; higher % means a stronger effect; inhibition, % at 20 µM, or IC50 in µM where a hit was titrated; 290,000 compounds, 0.19% hits; in the data active = inhibition mostly above about 51%, no sharp cut-off; also: some results filed as inactive read as strong as hits
Dynein transport: inhibitors of GR-EGFP nuclear translocation, primary screen, dynein cargo transport inhibitor project, imaging, high-content, 3617.4 mouse cells; z-score, hits read low; 220,000 compounds, 0.47% hits; test concentration mostly 20 µM; stimulated with dexamethasone, 1 µM; stronger effect = lower value; AID 1381, 2008;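 active = plate z-score of nuclear minus cytoplasmic receptor signal below a set negative limit, without overly bright fluorescence or cell loss, cut at about -3.5 in these data, passing the limit was not always enough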;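 also: z-score of nuclear minus cytoplasmic ring GR-EGFP intensity difference per well; some compounds called inactive have numbers as strong as hits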
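medium = tetracycline-free induction medium containing charcoal-stripped FBS | probe or stimulus = dexamethasone, 1.0 µM final | timing = 48 h induction, then 1 h compound, then 30 min agonist, 37 °C | detection = automated 10x imaging of fixed Hoechst-stained cells | read-out basis = nuclear versus cytoplasmic GR-EGFP signal, averaged per well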
SIAH1 antagonists: Siah-1 peptide-binding antagonists, primary screen, biochemical, fluorescence polarization, rhodamine-plectin, uHTS (AID 1817); E3 ubiquitin-protein ligase SIAH1 (Homo sapiens); displacement, % at 20 µM; hits with a dose series show IC50 in µM; Siah-1 / rhodamine-plectin peptide fluorescence polarization; higher % means a stronger effect; 290,000 compounds, 0.02% hits;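 active = displacement of at least 50% at 20 µM, with a fluorescence ratio check between 0.3 and a set limit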;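 also: plate controls were Siah plus tracer with DMSO for no effect and tracer alone without Siah for full effect; strong numbers were not always called active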
M1AAP inhibition: P. falciparum M1AAP inhibitors, biochemical, fluorogenic H-Leu-NHMec substrate, 1536-well (AID 1445); recombinant M1AAP, H-Leu-NHMec fluorogenic kinetic assay; higher % means a stronger effect; inhibition, % at 30 µM, or IC50 in µM where a hit was titrated; 220,000 compounds, 0.42% hits;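 active = primary inhibition above the hit cutoff, then over 50% inhibition at one or more dose response concentrations, cut at about 23% in these data, passing the limit was not always enough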;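 also: plate controls were DMSO full reaction for no effect and no enzyme background for full effect; strong numbers were not always called active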
human PMI inhibitors: human PMI inhibitors, high substrate, primary screen, biochemical, fluorescence intensity, high mannose 6-phosphate (AID 1220). Mannose-6-phosphate isomerase (Homo sapiens). recombinant PMI enzyme, coupled fluorescence intensity; higher % means a stronger effect. one-dose inhibition, % at 20 µM; IC50 in µM for titrated hits. 190,000 compounds, 0.66% hits
XIAP antagonists: XIAP antagonists, biochemical, IAP family, fluorescence polarization (AID 1018); XIAP BIR domain, fluorescence polarization peptide displacement; higher % means a stronger effect; displacement, % at 20 µM; hits with a dose series show IC50 in µM; E3 ubiquitin-protein ligase XIAP (Homo sapiens); 200,000 compounds, 0.007% hits; in the data active = displacement above about 50%; also: a part of the inactive calls stands beside numbers as strong as those of hits
P. falciparum M17LAP: P. falciparum M17LAP inhibitors, primary screen, biochemical, fluorogenic H-Leu-NHMec substrate, 1536-well (AID 1619); 220,000 compounds, 0.38% hits; recombinant M17LAP, H-Leu-NHMec fluorogenic kinetic assay; higher % means a stronger effect; inhibition, % at 30 µM, or IC50 in µM where a hit was titrated;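 active = compound inhibiting the enzyme by more than half at any dose during confirmatory dose-response retesting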;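 also: plate controls were full reaction with DMSO carrier for no effect and no enzyme background for full effect; strong numbers were not always called active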
human PMI inhibition: inhibitors of human PMI, primary screen, biochemical, fluorescence intensity, coupled assay (AID 1209); inhibition, % at 20 µM, or IC50 in µM where a hit was titrated; Mannose-6-phosphate isomerase (Homo sapiens); 190,000 compounds, 0.42% hits; purified PMI enzyme, coupled fluorescence intensity; higher % means a stronger effect;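 also: plate controls were DMSO vehicle for no effect and wells lacking substrate for full effect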
Dynein transport cytoplasmic EGFP: further read-out of Dynein transport, marked with its call; z-score; measured here: cytoplasmic GR-EGFP intensity; stronger effect = higher value
Dynein transport nuclear GR-EGFP: further read-out of Dynein transport, marked with its call; z-score; measured here: nuclear GR-EGFP intensity;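 lower value marks the stronger effect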
Dynein transport cell count: further read-out of Dynein transport, marked with its call; z-score; measured here: cell count per field
An asterisk follows results filed as active; . = no result given. Rule as the data show it, unless noted: active = inhibition above about 50%; inactive = the rest.

Results follow in this order: M1AAP inhibition, Dynein transport, human PMI inhibitors, human PMI inhibition, SIAH1 antagonists, Dynein transport cell count, Dynein transport cytoplasmic EGFP, AID2073, XIAP antagonists, Dynein transport nuclear GR-EGFP, LYP phosphatase, P. falciparum M17LAP
> Cc1ccc(NC(=O)c2ccc(NCc3ccc(F)cc3)nc2)cc1
  ., -0.064, -8%, -2%, 5%, -0.18, -0.26, 17%, -2.8%, 0.37, -8%, .
> Cc1ccc2nc(-c3ccc(-c4ccccn4)s3)cn2c1
  14%, -0.77, ., ., 19%, -0.29, -0.069, -5%, ., -0.047, -5%, 6%
> N=c1n(CCCOc2ccc(Br)cc2)c2ccccc2n1CC(N)=O
  9%, 8e-05, ., ., -4%, 0.93, -0.3, -4%, ., -0.28, -2%, -2%
> Cc1ccc(NC(=O)CSc2nnc(-c3cccnc3)n2-c2ccc(C)cc2)cc1
  7%, -0.27, -5%, -6%, 11%, -0.32, -0.27, -2%, -3.1%, -0.2, -8%, 10%
> O=C(C[n+]1cccc(NC(=O)c2ccccc2)c1)c1ccc(NC(=O)c2ccccc2)cc1
  3%, -0.95, 1%, 1%, 4%, -0.061, -0.18, -7%, -2.5%, 0.025, -6%, 2%
> CCCCCC(=O)Nc1cccc(C2=NOC3(C2)C[C@@H](C(N)=O)N(C(=O)c2ccc(Cl)cc2)C3)c1 (stereo partly specified)
  7%, -0.61, ., ., 3%, -0.12, -0.77, 14%, ., -0.26, 1%, -5%
> O=C(NC1CC1)c1ccc(F)cc1Cl
  6%, -0.28, 4%, -1%, 3%, -0.19, 0.17, 2%, -4.6%, 0.22, -5%, 6%
> Cc1ccc(S(=O)(=O)NCC2CCC(C(=O)NCCCOC(C)C)CC2)cc1 (stereo unspecified)
  2%, -0.56, 11%, 4%, 8%, 0.0017, -0.25, 2%, -4.1%, 0.54, -5%, -6%
> Cc1ccc(NC(=O)C(Cc2ccccc2)NC(=O)c2ccco2)cc1 (stereo unspecified)
  -1%, 0.55, 4%, 2%, 3%, -0.8, 0.34, -11%, -4.7%, 0.73, -6%, -10%
> COc1ccc(COn2c(=O)c(C)[n+]([O-])c3ccccc32)cc1OC
  2%, -0.51, -2%, 1%, 1%, 0.1, -0.25, -6%, -0.7%, -0.91, -2%, 8%
> COc1cccc(CNc2ccc3c(c2)ncn3C(C)C)c1OC
  14%, 0.53, 35%, 19%, 2%, -0.33, -0.19, -21%, -11%, 0.29, -8%, 10%
> O=C(N/N=C/c1c[nH]c2ccccc12)c1cc2ccccc2o1
  8%, 0.2, ., ., -2%, -1.3, -0.2, 4%, ., 0.7, -2%, -5%
> CC(/C=N/NC(=O)c1cc(-c2ccc(Cl)cc2)nc2ccccc12)=C\c1ccco1
  4%, 0.27, 12%, 19%, -6%, 0.55, -0.25, 38%, -4.0%, 0.23, 11%, 0%
> CC(C)Nc1nc(NC(N)=S)nc(NC(C)(C)C)n1
  1%, -0.15, -15%, -1%, 7%, 0.76, -0.3, -4%, -5.0%, 0.16, -7%, -10%
> O=C(Nc1ccccc1)N(CCCN1CCOCC1)Cc1cc2cc3c(cc2[nH]c1=O)OCCO3
  11%, 0.58, -5%, -10%, -6%, 0.21, -0.23, 35%, -3.9%, 0.61, -8%, 5%
> COc1cccc(Cn2c(Oc3cccc(C)c3)nc3c2c(=O)n(C)c(=O)n3C)c1
  1%, 2.7, 8%, 13%, 2%, -2.9, 0.054, -4%, 0.7%, 2.2, -8%, -4%
> O=C(NOC(=O)c1cc(Br)ccc1Cl)c1cccs1
  0%, -0.55, -9%, -7%, 3%, 0.68, -0.23, 19%, -1.0%, -0.92, -12%, -4%
> Cc1c(C(=O)N2CCc3ccccc3C2)sc2nc(-c3ccccc3)cn12
  9%, 0.24, 6%, 11%, -7%, -0.46, -0.13, -9%, -7.1%, -0.13, 4%, -6%
> CCOC(=O)C1=C(C)C(c2ccc(OC)cc2)NC(=S)N1 (stereo unspecified)
  2%, -0.17, 13%, 15%, 2%, 1.1, -0.037, 28%, -7.9%, 0.32, -5%, 6%
> O=C(CSc1nc2ccccc2c(=O)n1-c1ccccc1)N1CCCc2ccccc21
  -1%, 0.068, -2%, 8%, 3%, -0.064, -0.21, 6%, -3.5%, 0.33, 2%, 0%
> COc1ccc(F)cc1C(=O)C1CCCN(Cc2cn(C)c3ccccc23)C1 (stereo unspecified)
  ., 0.14, 2%, 10%, -6%, -2.4, 1.2, 3%, -5.1%, 0.82, -9%, .
> O=C(O)c1oc2ccccc2c1-n1cccc1
  3%, 0.58, 5%, 9%, 2%, 0.85, 0.015, -2%, -5.8%, 0.71, 2%, 15%
> Cc1nn(-c2ccccc2)c2[nH]c(C(F)(F)F)cc(=O)c12
  16%, 1.1, 3%, 7%, 0%, -0.22, -0.22, 4%, -0.1%, 0.75, 8%, 19%
> O=C(COC(=O)Cc1c[nH]c2ccccc12)NC1CCCCC1
  -3%, 1.7, -8%, -4%, 1%, -2.4, -0.016, 27%, -5.7%, 1.3, -5%, 21%
> CCN(CC)C(=O)Cn1cc(C(=O)C(=O)NCCCn2ccnc2)c2ccccc21
  5%, -0.71, -2%, 2%, 2%, 0.46, -0.28, 11%, -5.9%, -0.32, -3%, 12%
> Cc1nc2cc(Cl)ccc2n1-c1ccccc1
  7%, -1.3, 6%, 7%, 7%, 0.72, -0.091, 3%, -8.8%, -0.43, -1%, -4%
> COC(=O)c1cc(OC)c(OC)cc1NC(=S)N1CCN(Cc2ccccc2)CC1
  -2%, -0.58, 8%, 6%, 0%, 0.91, 0.63, -9%, -3.3%, -0.24, 0%, -7%
> COc1ccc(CCN(C(=O)C(F)(F)F)C(C(=O)NC2CCCCC2)c2cccs2)cc1 (stereo unspecified)
  0%, -0.83, 10%, 14%, 5%, 1.5, -0.29, -4%, -8.6%, -0.14, 1%, 2%
> O=C(Nc1cc(Cl)ccc1Cl)c1ccc(OC(=O)c2ccco2)cc1
  2%, 0.38, -10%, 1%, 3%, -0.19, -0.13, 8%, -7.6%, 0.58, -9%, 4%
> CC(C)CCN1CCN(CC#Cc2ccccc2)CC1CCO (stereo unspecified)
  2%, 0.2, -2%, 3%, 5%, -1.2, 1.4, -6%, -8.4%, 0.15, 3%, 0%
> O=C(NCC1CCCO1)C1c2ccccc2Oc2ccccc21 (stereo unspecified)
  ., 0.043, 12%, 6%, 17%, 0.68, -0.18, -1%, -3.5%, 0.57, -9%, .
> O=C(COc1ccccc1Cl)Nc1cnn(Cc2ccccc2)c1
  17%, -0.72, 6%, 8%, 2%, 1.5, -0.15, -5%, -5.4%, -0.21, -8%, 8%
> O=C1CN(C(=O)CNCc2cccc(Cl)c2)c2ccccc2N1
  1%, 0.27, ., ., 5%, 0.25, -0.21, 5%, ., 0.036, -6%, -2%
> CN(C)C(=O)C1C2NC(=S)N(c3ccc(Cl)cc3)C1(C)Oc1ccc(Cl)cc12 (stereo unspecified)
  -23%, -0.3, -13%, -18%, -10%, -0.47, -0.19, -17%, -5.9%, -0.057, -6%, -6%
> Cc1ccc(S(=O)(=O)N2CCOCC2)cc1C(=O)OC1CCCCC1=O (stereo unspecified)
  3%, -1.2, 3%, -1%, 0%, 0.58, -0.19, 6%, -3.8%, -0.28, -4%, -3%
> COc1ccc2[nH]c(CN3CCN(CCC(C)C)C(CCO)C3)c(C)c2c1 (stereo unspecified)
  4%, 0.14, 21%, 19%, 4%, 0.19, -0.32, 10%, -7.2%, -0.026, -8%, -3%
> CCOc1ccccc1N1CCN(C(=O)c2cccc(-c3ccc(O)cc3)c2)CC1
  -1%, 1.8, 22%, 19%, 0%, -2, -0.065, 21%, ., 0.91, 5%, 9%
> CC(NC(=O)Nc1ccccc1)C(c1cccs1)N1CCOCC1 (stereo unspecified)
  -3%, 3.6, -7%, -14%, 3%, -1.6, 0.017, -3%, -3.5%, 2.5, -14%, 0%
> O=C(O)c1ccc(/C=N/Nc2ncc(C(F)(F)F)cc2Cl)cc1
  8%, -0.67, ., ., 0%, 0.13, 0.65, -1%, ., -0.21, 2%, 14%
> COc1cc(C(Nc2ccccn2)c2c(NC(=O)c3ccco3)sc(C)c2C)cc(OC)c1OC (stereo unspecified)
  8%, -0.6, 15%, 20%, -1%, 0.18, -0.25, -6%, -6.6%, -0.56, 2%, -4%
> Cc1ccc(C2(C(F)(F)F)NC(=O)N3N=C4CCCCCN4C3=C2C#N)cc1 (stereo unspecified)
  3%, -0.64, -4%, -9%, 5%, 0.91, -0.35, 9%, -5.2%, 0.028, -5%, 0%
> Cc1ccc(C)c2c1cc(C)c1nnc(SCC(=O)N3CCCc4ccccc43)n12
  3%, -0.7, -3%, 3%, 11%, -0.12, -0.26, -4%, 1.0%, -0.35, -3%, -1%
> NC(=O)CSc1nccn1Cc1ccccc1
  8%, -0.64, -9%, -7%, -10%, 0.37, -0.27, 26%, -11%, -0.39, -6%, -17%
> Cc1ccc(-c2cc[n+](Cc3ccccc3)cc2)cc1
  ., -0.1, 10%, 12%, -3%, -0.33, -0.17, 4%, 2.6%, 0.46, -7%, .
> O=C(Nc1ccc(O)c2c(=O)cc(-c3cccc(Cl)c3)oc12)c1ccccc1Cl
  6%, 0.088, ., ., 11%, 0.18, -0.49, 12%, ., 0.015, -5%, 11%
> CCn1cc(C(=O)NCCC2=CCCCC2)c(=O)c2cc(S(=O)(=O)N(C)C)ccc21
  3%, -0.51, 19%, 4%, 8%, 0.29, -0.32, 7%, -4.2%, -0.23, -10%, 16%
> COc1ccc(CC(=S)N2CCOCC2)cc1F
  1%, -0.15, 1%, 3%, -3%, 1.1, -0.24, 5%, 0.4%, -0.0085, -7%, 5%
> CCCn1nnnc1NCc1ccccc1OCc1cccs1
  9%, -0.97, 8%, 4%, 3%, 0.12, -0.27, -2%, -2.9%, -0.27, -10%, 11%
